Screening data: PubChem BioAssay, National Center for Advancing Translational Sciences (NCATS)
EPAC1 antagonist: antagonists of human EPAC1 | O95398 | EPAC1 GEF assay, Rap1b-BODIPY-GDP exchange fluorescence | Potency, µM (titrated, usually from 115 µM), inactives show at the highest dose activity change, negative = inhibition, actives largely listed as inhibitors | 0.14% of 360,000 active;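 also: plate controls were vehicle for no effect and positive control for full effect; nearly all actives have a fitted effect of over 50% in size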
Target sequence (O95398 whole entry, looked up): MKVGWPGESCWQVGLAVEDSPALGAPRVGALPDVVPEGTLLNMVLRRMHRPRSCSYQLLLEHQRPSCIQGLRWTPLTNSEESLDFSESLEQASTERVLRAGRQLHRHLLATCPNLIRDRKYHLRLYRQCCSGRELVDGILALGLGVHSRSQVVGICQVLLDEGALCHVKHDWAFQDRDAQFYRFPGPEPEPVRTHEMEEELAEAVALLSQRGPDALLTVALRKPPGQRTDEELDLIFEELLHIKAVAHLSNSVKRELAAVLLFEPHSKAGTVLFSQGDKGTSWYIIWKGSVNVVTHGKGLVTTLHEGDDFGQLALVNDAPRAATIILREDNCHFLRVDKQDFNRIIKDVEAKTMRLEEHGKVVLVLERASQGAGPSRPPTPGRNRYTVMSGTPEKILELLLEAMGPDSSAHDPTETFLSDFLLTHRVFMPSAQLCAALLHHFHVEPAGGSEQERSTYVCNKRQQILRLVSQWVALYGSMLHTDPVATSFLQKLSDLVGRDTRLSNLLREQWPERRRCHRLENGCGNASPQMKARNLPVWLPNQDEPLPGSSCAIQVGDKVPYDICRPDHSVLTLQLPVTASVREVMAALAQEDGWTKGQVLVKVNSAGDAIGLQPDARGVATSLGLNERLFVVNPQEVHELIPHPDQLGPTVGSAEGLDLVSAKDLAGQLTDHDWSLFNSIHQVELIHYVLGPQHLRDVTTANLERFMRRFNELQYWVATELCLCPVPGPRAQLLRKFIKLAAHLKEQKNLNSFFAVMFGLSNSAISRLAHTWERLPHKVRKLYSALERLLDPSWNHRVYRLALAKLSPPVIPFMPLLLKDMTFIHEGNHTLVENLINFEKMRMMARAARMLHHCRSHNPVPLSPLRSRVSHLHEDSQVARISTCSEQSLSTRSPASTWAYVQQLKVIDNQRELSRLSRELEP
EPAC2 ag: agonists of human EPAC2 (RAPGEF4) | EPAC2 activation, biochemical qHTS; response scale: 100% = 6.5 mM cAMP response | 0.079% of 360,000 active | Q8WZA2 | Potency, µM (series often up to 154 µM), for inactives: top-dose activation, actives largely listed as activators; also: nearly all actives have a fitted effect of over 50% in size
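Fluorescence exchange assay: 100 nM EPAC2 with 250 nM RAP1B-BODIPY-GDP and 50 uM GDP; compounds tested as a concentration-titration series (qHTS). Loss of Rap1-bound BODIPY-GDP fluorescence read at 480/540 nm; data normalized to 6.5 mM cAMP.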
aSyn yeast inh: rescues yeast growth from alpha-synuclein toxicity | Yeast expressing alpha-synuclein, growth rescue, BacTiter-Glo, 24 h | Potency, µM (doses to about 46.1 µM), for the others: at the highest dose growth rescue (activation), actives largely listed as activators | 0.14% of 370,000 active | AID 652106; also: % of control where 0% means no effect; nearly all actives have a fitted effect of over 65% in size
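Galactose-induced alpha-syn yeast (OD600=0.02, raffinose-pregrown) + pinned cpd, 24 hr, 30 deg C; growth by BacTiter-Glo luminescence. Growth restoration scores as activation.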
PTHR1 agonist: activates the human parathyroid hormone receptor PTHR1 | HEK293 GP2 PTHR1 cells, GloSensor cAMP luminescence, 1 h | 0.075% of 410,000 active | Q03431 | Potency, µM (highest dose often 115 µM), for the others: at the top dose activation, usual class: activators; also: nearly all actives have a fitted effect of over 55% in size; some results filed as inactive show a strong effect at the top dose; inactives centre near -15; many of its hits are not listed in these tables
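HEK-293-derived GP2 cells expressing PTHR1 and a GloSensor cAMP reporter, 3,000/well, plated overnight, given luciferin plus IBMX (each 0.5 mM as added) for 1 h at 37 °C, then compound for 1 h at 37 °C. Luminescence was read after 15 min at room temperature.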
EPAC1 ag: agonists of human EPAC1; 0.073% of 360,000 active; Potency, µM (top dose mostly 154 µM), for inactives: at the highest dose activation, actives largely listed as activators; EPAC1 agonist qHTS, biochemical assay; response scale: 100% = response to 6.5 mM cAMP; AID 720707; also: nearly all actives have a fitted effect of over 60% in size
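Nucleotide exchange assay: 100 nM EPAC1 with 250 nM Rap1B loaded with BODIPY-GDP and 50 uM GDP, room temperature. Fluorescence (480/540 nm) read every 5 min for 30 min; signal change normalized to 6.5 mM cAMP as full agonist.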
EPAC2 antagonist: EPAC2 (human) antagonism; Q8WZA2; EPAC2 GEF exchange of Rap1B-BODIPY-GDP, fluorescence; Potency, µM (series often up to 114 µM), for inactives: at the top dose activity, negative = inhibition, hits mostly inhibitors; 0.18% of 360,000 active; AID 720708; also: % is scaled to controls: 0 for no effect and ±100 for the full control effect; nearly all actives have a fitted effect of over 45% in size; many of its hits are not listed in these tables
TDP-43 yeast inh: rescues yeast growth from TDP-43 toxicity; TDP-43 expressing yeast growth rescue, BacTiter-Glo, 24 h; 1.8% of 410,000 active; AID 652104; Potency, µM (top dose mostly 46.1 µM), for the others: at the top dose growth rescue (activation), hits mostly activators; also: % of control where 0% means no effect; nearly all actives have a fitted effect of over 50% in size
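Yeast expressing TDP-43 (pregrown in raffinose, seeded at OD600=0.02 in galactose medium) exposed to compounds 24 hr at 30 deg C. Growth read by BacTiter-Glo luminescence; rescue of toxicity appears as increased signal.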
FUS suppressor: suppressors of FUS proteinopathy in yeast; S. cerevisiae FUS-expressing, growth rescue, OD600, 24 h; Potency, µM (titrated, usually from 76.6 µM), inactives show at the highest dose growth rescue (activation), usual class: activators; 0.24% of 390,000 active;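 also: plate controls were DMSO vehicle for no effect and reference control for full effect; nearly all actives have a fitted effect of over 55% in size; some results filed as inactive show a strong effect at the top dose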
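Absorbance at 600 nm, taken 24hr after compound addition, measured rescue of FUS-yeast growth at 30C. Induction used 2% galactose with seeding at OD 0.005. Controls: CP55940 from 92uM final, DMSO only.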
An asterisk follows results filed as active; i = inactive; ? = inconclusive; / = no result given; [ ] = another dose, or the depositor's remark. Calls follow the shape of the dose curve; as a rule, active = well fitted curve in the direction sought with a large enough effect; inconclusive = small, poorly fitted or top-dose-only effect, or another doubt; inactive = no such curve, though single readings can be large; an effect the other way counts as inactive or inconclusive. Potency is read from the fitted curve at half-maximal effect. Some of the compounds tested; the hit share may differ from the screen's.

The opening 6 compounds, ahead of the listing:
SMILES	EPAC1 antagonist	EPAC2 ag	aSyn yeast inh	PTHR1 agonist	EPAC1 ag	EPAC2 antagonist	TDP-43 yeast inh	FUS suppressor
COc1ccc(NC(=S)N(CCCN2CCOCC2)Cc2cn(C)c3ccccc23)cc1OC	5%	-1%	9%	i	-4%	14%	-1%	33%
COc1ccccc1N1CCN(C(=O)C2CC(=O)N(c3ccccc3)C2)CC1 (stereo not drawn)	0%	1%	8%	i	11%	1%	5%	-12%
NS(=O)(=O)c1ccc(CNC(=O)c2cc(-c3cccnc3)nc3ccccc23)cc1	-5%	8%	1%	-70%[inhibitor]	2%	-3%	0%	36%
CC(=O)Nc1ccc2sc(C)nc2c1	-1%	8%	-3%	i	6%	8%	11%	-8%
COc1cc(OC)c(N2CC34C=CC(O3)C(C(=O)O)C4C2=O)cc1Cl (stereo not drawn)	-17%	2%	1%	?	3%	1%	0%	-4%
O=C1[C@@H]2C(Cc3ccc(O)cc3)NC3(C(=O)Nc4ccc(F)cc43)[C@@H]2C(=O)N1c1ccc(F)cc1 (stereo partly drawn)	-11%	0%	-2%	12%	5%	-5%	0%	23%

The whole of this part, from the start:
SMILES	EPAC1 antagonist	EPAC2 ag	aSyn yeast inh	PTHR1 agonist	EPAC1 ag	EPAC2 antagonist	TDP-43 yeast inh	FUS suppressor
COc1ccc(NC(=S)N(CCCN2CCOCC2)Cc2cn(C)c3ccccc23)cc1OC	5%	-1%	9%	i	-4%	14%	-1%	33%
COc1ccccc1N1CCN(C(=O)C2CC(=O)N(c3ccccc3)C2)CC1 (stereo not drawn)	0%	1%	8%	i	11%	1%	5%	-12%
NS(=O)(=O)c1ccc(CNC(=O)c2cc(-c3cccnc3)nc3ccccc23)cc1	-5%	8%	1%	-70%[inhibitor]	2%	-3%	0%	36%
CC(=O)Nc1ccc2sc(C)nc2c1	-1%	8%	-3%	i	6%	8%	11%	-8%
COc1cc(OC)c(N2CC34C=CC(O3)C(C(=O)O)C4C2=O)cc1Cl (stereo not drawn)	-17%	2%	1%	?	3%	1%	0%	-4%
O=C1[C@@H]2C(Cc3ccc(O)cc3)NC3(C(=O)Nc4ccc(F)cc43)[C@@H]2C(=O)N1c1ccc(F)cc1 (stereo partly drawn)	-11%	0%	-2%	12%	5%	-5%	0%	23%
Cc1ccc(C(=O)Nc2nc(-c3cccnc3)cs2)o1	11%	0%	-12%	-23%[57.5 µM]	2%	2%	18%	-4%
CCOC(=O)C1CCCN(c2ccc(NC(=O)c3snc4c(=O)[nH]cnc34)cc2)C1 (stereo not drawn)	5%	-8%	-1%	-15%[57.5 µM]	-4%	-3%	-2%	35%
COc1ccccc1N1CCN(CCCCN2C(=O)C3CCCCN3C2=O)CC1 (stereo not drawn)	2%	3%	-11%	38%	3%	-3%	?	2%
Cn1c(=O)c2c(ncn2CC(=O)N/N=C/C=C/c2ccccc2[N+](=O)[O-])n(C)c1=O	-19%	7%	-3%	i	4%	-5%	-17%	8%
COC(=O)C[C@H]1c2ccccc2S(=O)(=O)N1Cc1ccc(OC)cc1	6%	-1%	2%	i	1%	-11%	9%	-8%
COc1ccc(S(=O)(=O)N2CCC(C(=O)NCCN3CCOCC3)CC2)cc1	7%	-5%	0%	i	-12%	-5%	2%	-5%
CSc1ccc(S(=O)(=O)NCc2ccccc2C)cc1	-23%	6%	6%	-30%	-2%	-28%	14µM*	-1%
COc1ccc(NC(=O)CCOc2ccccc2F)cc1S(=O)(=O)N1CCCCC1	-9%	-6%	15%	-29%	2%	-10%	1%	11%
CCOC(=O)N1CCN(C(=O)Nc2ccc3oc(C)nc3c2)CC1	-1%	9%	-3%	-12%[57.5 µM]	9%	-3%	0%	-11%
Cc1ccnc(-n2c(CCN3C(=O)c4ccccc4C3=O)nc3ccccc3c2=O)c1	13%	6%	-2%	i	8%	-3%	21%	16%
c1ccc2c(CCN3CCNC[C@H]3Cc3cccc4ccccc34)cccc2c1	-12%	8%	-22%	i	-8%	5%	11%	14%
Cc1nccc(-c2ccc(-n3cnc4ccccc43)cc2)n1	7%	0%	10%	-3%[57.5 µM]	-3%	6%	18%	14%
Cc1ccccc1N1CC(C(=O)O)CC1=O (stereo not drawn)	28%	1%	0%	-4%	9%	13%	-25%	2%
O=C(O)Cn1cc(C(=O)c2ccco2)c2ccccc21	5%	4%	0%	i	-7%	6%	2%	7%
Cc1ccc(NS(=O)(=O)c2cccc(C(=O)O)c2)cc1S(=O)(=O)N1CCOCC1	11%	11%	-3%	-18%	12%	-1%	9%	-8%
COc1ccc(OC)c(NC(=O)[C@@H]2CCCN2C(=O)c2cccs2)c1	2%	3%	6%	i	-7%	25%	12%	5%
COc1cc2[nH]c3c(c2cc1OC)CCN1CCCC[C@@H]31	-4%	9%	-2%	i	8%	0%	21%	11%
Nc1c(N(CCO)C(=O)C2CCCC2)c(=O)[nH]c(=O)n1Cc1ccccc1	-16%	0%	-10%	i	-13%	11%	2%	-32%
CN(CC(=O)Nc1ccccc1Cl)C(=O)COC(=O)c1cc(S(=O)(=O)N(C)C)ccc1N1CCCC1	2%	-1%	1%	-3%	-1%	11%	-4%	29%
CCOC(=O)c1c(C)nc2c(c1-c1ccccc1)C(=O)CC(C)(C)C2	4%	0%[15.6 µM]	-4%	i	-9%	-9%	11%	3%
COc1cccc(Cn2cccc(NC(=O)Nc3cccc(C#N)c3)c2=O)c1	-13%	2%	-5%	-46%[inhibitor]	-1%	0%	-5%	-15%
COc1cc(/C=C/C(=O)O)cc(S(=O)(=O)Nc2ccc3nc(SC)sc3c2)c1OC	-1%	4%	1%	i	1%	1%	-15%	14%
COc1ccc(OCC(=O)Nn2c(-c3cccc(OC)c3)nc3ccccc3c2=O)cc1	-15%	8%	1%	i	3%	-10%	-2%	/
Cc1nnc(Sc2cc(NCCO)c([N+](=O)[O-])c3nonc23)s1	-1%	-5%	7%	-29%	4%	3%	-13%	20%
COc1ccc(CCC(=O)NCCOc2ccccc2Cl)cc1	-4%	6%	9%	-2%	10%	2%	0%	12%
CCOc1c(Cl)cc(CNCC(C)C)cc1OC	13%	-6%	-1%	-39%[inhibitor][57.5 µM]	-2%	9%	0%	0%
COC(=O)C(C(C)=O)C1=C/C(=N\S(=O)(=O)c2ccc(C)cc2)c2ccccc2C1=O (stereo not drawn)	-7%	-5%	16%	i	3%	-7%	-8%	35%
CCOc1ccc(CC(=O)N2N=C(C)CC2(O)C(F)(F)F)cc1 (stereo not drawn)	-1%	1%	-9%	i	-4%	17%	0%	/
COc1ccc(NC(=O)N2CCCc3cc(C)ccc32)c(OC)c1	6%	-2%	9%	i	-6%	-19%	?	-9%
O=C1CSC(=Nc2ccc(F)cc2)N1	5%	4%	3%	i	7%	10%	4%	-28%
O=C(OCc1ccccc1)N1CCC2CC1c1cc(N3CCN(S(=O)(=O)c4cccc5ccccc45)CC3)ccc12 (stereo not drawn)	8%	2%	-4%	-13%	1%	11%	21%	-19%
Cc1c(NS(=O)(=O)c2ccc(N=NN(C)C)cc2)c(=O)n(-c2ccccc2)n1C	-10%	-2%	-10%	-8%	9%	5%	7%	-6%
CC(=O)c1ccc(-c2cccs2)s1	4%	-5%	13%	i	-6%	-9%	?	-8%
CCN(CC)CCN(C(=O)c1ccc2c(c1)OCCO2)c1nc2c(Cl)cccc2s1	3%	16%	-3%	-53%[inhibitor]	4%	-10%	?	22%
Cc1ccc(C)c(NS(=O)(=O)c2cc(C(=O)NCc3ccccn3)ccc2C)c1	-3%	8%	-3%	i	-19%	-1%	-8%	17%
Cc1ccccc1C(=O)N1CCC(C(=O)Nc2ccccc2N2CCCC2)CC1	-9%	7%	0%	i	3%	-13%	-4%	11%
O=C1N[C@@H](Cc2ccccc2)C(=O)N2CCC[C@@H]12	6%	3%	-1%	-5%	0%	14%	-16%	8%
CCN(CC)CCCNc1nc(N)c([N+](=O)[O-])c(N2CCCCCC2)n1	3%	18%	-1%	-15%	5%	-4%	3%	8%
CCOc1ccccc1CN1CCNC(=O)C1CC(=O)NCCC1=CCCCC1 (stereo not drawn)	-1%	-5%	4%	i	-2%	4%	16%	18%
CC1Cc2nc(SCC(=O)Nc3ccc4c(c3)OCO4)n(-c3ccc(F)cc3)c(=O)c2S1 (stereo not drawn)	-19%	-2%	-2%	i	6%	5%	1%	19%
COc1cc(-c2nc(-c3ccccc3)c(-c3ccc(F)cc3)[nH]2)cc2c1OCO2	-27%	-2%	2%	-22%	-2%	-14%	0%	/
O=C(O)CCC(=O)NNC(=O)CCC(=O)Nc1ccccc1	-5%	7%	-1%	-19%	-3%	-4%	-5%	-19%
CCOc1ccc(NC(=O)CSc2nnc(Cc3cccn3C)n2-c2ccc(F)cc2)cc1	-20%	6%	1%	i	-4%	-14%	9%	41%
COc1ccccc1N1CCN(CC(=O)Nc2ccccc2C(=O)NCCc2ccccc2)CC1	-8%	5%	0%	-58%[inhibitor]	1%	-8%	20%	4%
Cc1cccc(C(=O)Oc2ccccc2C2C[C@]3(C)CC(=O)NC3N2C(=O)c2cccc(C)c2)c1 (stereo partly drawn)	0%	0%	7%	i	3%	2%	1%	?
C[C@H]1CCCCO[C@H](CN(C)S(=O)(=O)c2cn(C)cn2)[C@@H](C)CN([C@@H](C)CO)C(=O)c2cc(NS(=O)(=O)c3ccccc3)ccc2O1	-1%	3%	3%	-18%	-3%	3%	6%	25%
CCNC(=O)Cn1cnc2c1c(=O)n(C)c(=O)n2C	-1%	6%	-3%	-5%	3%	-4%	-6%	3%
CC(=O)N1CCN(C(=S)Nc2cc(S(=O)(=O)N3CCOCC3)ccc2Cl)CC1	-5%	4%	5%	i	0%	-14%	1%	-24%
CCn1cc(C2=NOC(C(=O)Nc3cc(C)nn3-c3ccccc3)C2)c(C)n1 (stereo not drawn)	-2%	-4%	-20%	i	3%	8%	-15%	-11%
CCn1c(CNC(=O)Cc2ccc(OC)cc2)nnc1SCCOc1ccccc1	13%	4%	7%	-4%[57.5 µM]	2%	1%	10%	6%
Cc1ccc(S(=O)(=O)NN=CC=CC=NNS(=O)(=O)c2ccc(C)cc2)cc1	5%	2%	-1%	-16%	-9%	-13%	0%	5%
O=C(COC(=O)c1ccc([N+](=O)[O-])o1)NCc1ccc2c(c1)OCO2	2%	2%	-17%	i	-1%	-10%	-15%	-5%
